D2 ag = activates the human D2 dopamine receptor; AID 485358; HEK293 T-REx D2 cells, calcium flux agonist mode; 0.53% of 340,000 active; activation, % at 2 µM;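 active = activation over 3 SD above normal in the single-dose calcium agonist read, cut at about 30% in these data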; also: 0% is about no effect
Target sequence (P14416 whole entry, looked up): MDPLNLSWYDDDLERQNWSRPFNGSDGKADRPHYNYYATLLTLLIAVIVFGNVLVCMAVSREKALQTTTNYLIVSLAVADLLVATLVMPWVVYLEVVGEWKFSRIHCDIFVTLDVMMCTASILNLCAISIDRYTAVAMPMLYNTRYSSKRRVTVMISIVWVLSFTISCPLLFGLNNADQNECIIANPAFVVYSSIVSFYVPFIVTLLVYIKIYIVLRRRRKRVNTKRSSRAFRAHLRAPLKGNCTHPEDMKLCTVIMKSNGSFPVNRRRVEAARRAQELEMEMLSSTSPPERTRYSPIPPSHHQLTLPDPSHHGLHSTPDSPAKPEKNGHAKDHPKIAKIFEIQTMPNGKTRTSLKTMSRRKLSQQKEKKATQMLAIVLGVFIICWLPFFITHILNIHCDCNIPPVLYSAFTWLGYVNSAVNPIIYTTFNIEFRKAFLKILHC
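In this primary screen, compounds producing a positive calcium signal within 180 s of addition to tetracycline-induced, force-coupled HEK293 Trex D2 cells are flagged; cells are dye-loaded with a no-wash calcium kit beforehand.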
TrxR1 substrate = rat thioredoxin reductase 1 substrate activity. O89049. purified TrxR1 substrate turnover, NADPH consumption readout. Potency, µM (titrated, usually from 114 µM), without a hit: at the top dose activity change, negative = substrate turnover. 0.01% of 390,000 active; also: potency is read from the fitted curve at half-maximal effect; % is scaled to controls: 0 for no effect and ±100 for the full control effect; nearly all actives have a fitted effect of over 50% in size
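Rat TrxR1, dispensed at 90 nM, was prereduced with 400 uM NADPH (final) for 5 min at ~22 deg C, then incubated with compound 15 min before 400 uM selenite. A first-read NADPH fluorescence drop versus no-compound background flagged substrates.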
USP1-UAF1 inh = inhibitors of human USP1/UAF1 deubiquitinase | recombinant USP1/UAF1, Ub-Rhodamine cleavage fluorescence | O94782 | Potency, µM (series often up to 57.1 µM), inactives show top-dose activity change, negative = inhibition, actives largely listed as inhibitors | 0.23% of 390,000 active; also: potency is read from the fitted curve at half-maximal effect; % is scaled to controls: 0 for no effect and ±100 for the full control effect; nearly all actives have a fitted effect of over 60% in size; inactives centre near -12
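USP1/UAF1 complex at 1 nM was preincubated with compound for 15 min at room temperature, then Ub-Rho substrate (150nM final) was added. Fluorescence (480/540 nm) was read kinetically, 6 reads every 60 seconds.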
rTrxR1 inhibitor = blocks rat thioredoxin reductase 1; recombinant rTrxR1, NADPH fluorescence consumption, selenite substrate; Potency, µM (top dose mostly 114 µM), without a hit: at the highest dose activity change, negative = inhibition, most hits filed as inhibitors; AID 588453; O89049; 1% of 390,000 active; also: potency is read from the fitted curve at half-maximal effect; % is scaled to controls: 0 for no effect and ±100 for the full control effect; nearly all actives have a fitted effect of over 65% in size
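Rat TrxR1 (90 nM in the dispensed reagent) was pre-reduced with 400 uM NADPH for 5 min at room temperature, then incubated with compound for 15 min. After 400 uM selenite was added, NADPH fluorescence (Ex 340/Em 450 nm) was followed for 8 min.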
IDH1 R132H inh = inhibitors of human mutant IDH1 R132H; IDH1-R132H enzyme, NADPH consumption, diaphorase/resazurin fluorescence; Potency, µM (highest dose often 76.6 µM), inactives show at the highest dose activity change, negative = inhibition, most hits filed as inhibitors; 0.093% of 390,000 active; also: potency is read from the fitted curve at half-maximal effect; % is scaled to controls: 0 for no effect and ±100 for the full control effect; nearly all actives have a fitted effect of over 65% in size
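IDH1-R132H (0.5 ug/mL) preincubated 30 min with compound, then NADPH (0.016 mM) and alpha-KG (2 mM) added; 80 min at RT, pH 7.5. Remaining NADPH coupled via diaphorase/resazurin to fluorescence (540/590 nm); concentration-response curves normalized to no-enzyme control.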
Pin1 inhibitor = blocks the human prolyl isomerase Pin1. 0.009% of 390,000 active. Potency, µM (highest dose often 115 µM), inactives show at the highest dose activity, negative = inhibition, hits mostly inhibitors. Pin1 FP peptide displacement, HiFluor488, 10 min. Q13526. AID 504891; active = well fitted inhibition curve with a large enough effect in the polarisation, with a control signal flat, not every such curve was filed as active; inconclusive = small, poorly fitted or top-dose-only effect, or effect the other way, or a change in a side signal; inactive = no such curve, though single readings can be large or run the other way; the % refers to the polarisation; also: potency is read from the fitted curve at half-maximal effect; % is scaled to controls: 0 for no effect and ±100 for the full control effect
Target sequence (Q13526 whole entry, looked up): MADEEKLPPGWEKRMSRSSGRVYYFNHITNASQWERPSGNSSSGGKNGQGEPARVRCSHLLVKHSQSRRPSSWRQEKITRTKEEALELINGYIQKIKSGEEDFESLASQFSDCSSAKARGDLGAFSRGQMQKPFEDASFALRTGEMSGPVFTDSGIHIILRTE
TRHR enhancer = TRH receptor (human) allosteric enhancement; enhancement, % at 2 µM; 0.66% of 360,000 active; TRHR cells, fluo-8 calcium fluorescence, EC20 TRH enhancement; P34981; AID 493056; in the data active = enhancement above about 30%; also: 0% is about no effect
Target sequence (P34981 whole entry, looked up): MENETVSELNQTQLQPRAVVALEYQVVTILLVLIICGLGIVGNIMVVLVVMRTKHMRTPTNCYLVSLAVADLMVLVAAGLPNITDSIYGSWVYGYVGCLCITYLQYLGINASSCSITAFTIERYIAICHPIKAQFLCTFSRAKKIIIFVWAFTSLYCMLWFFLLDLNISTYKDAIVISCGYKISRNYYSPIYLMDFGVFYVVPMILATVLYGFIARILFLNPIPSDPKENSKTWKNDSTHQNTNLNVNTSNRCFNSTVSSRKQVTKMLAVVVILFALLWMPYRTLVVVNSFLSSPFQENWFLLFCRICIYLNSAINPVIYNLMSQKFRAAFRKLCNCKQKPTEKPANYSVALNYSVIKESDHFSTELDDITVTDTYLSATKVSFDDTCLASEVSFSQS
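TRHR-expressing cells loaded with fluo-8 calcium dye were read kinetically (ex 480/em 530) during compound addition, then stimulated with an EC20 of TRH (10 nM final). Enhancement of the Gq-mediated intracellular calcium response was scored.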
TRHR ag = TRH receptor (human) agonism; P34981; TRHR cells, calcium flux fluo-8, FDSS agonist mode; activation, % at 2 µM; 0.18% of 360,000 active; AID 493084; in the data active = activation above about 30%; also: 0% is about no effect
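Agonist-mode FDSS calcium read (Ex 480/Em 530, 1 s cycles) in 1536-well TRHR cells with fluo-8 dye, after 10-cycle baseline and 23 nL compound addition; TRH at EC20 (10 nM final) added afterwards for the enhancer phase.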
D2 antag = antagonizes the human D2 dopamine receptor. inhibition, % at 10 µM. 2% of 340,000 active. P14416. HEK293 TREx D2 cells, calcium flux, dopamine EC80; in the data active = inhibition above about 30%; also: 0% is about no effect
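Calcium flux kinetic readout in an inducible HEK293 TREx D2 line plated overnight at 30 C. After 180 s compound exposure, an EC80 dopamine challenge follows with another 180 s kinetic read to detect antagonism.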
* = called active by the depositor; & = joins results of further samples; [ ] = another dose, or the depositor's remark. Unless noted, calls follow the shape of the dose curve; as a rule, active = well fitted inhibition curve with a large enough effect; inconclusive = small, poorly fitted or top-dose-only effect; inactive = no such curve, though single readings can be large or run the other way.

`CCOc1ccc(CCNC(=O)c2ccc3c(c2)NC(=O)C2CCCN32)cc1OCC` (stereo not drawn) gave D2 ag 0.9, TRHR enhancer -1, TRHR ag 2.1 and D2 antag -9.
COc1ccccc1CCn1c(N)cc(=O)[nH]c1=O was read as D2 ag 0.5, TrxR1 substrate 5%, USP1-UAF1 inh -8%, rTrxR1 inhibitor 18%, IDH1 R132H inh 12%, Pin1 inhibitor -5%, TRHR enhancer -4, TRHR ag 0.1 and D2 antag -4.
CNC(=O)C(=O)NCC1OCCN1S(=O)(=O)c1ccc(C)cc1 (stereo not drawn) was read as D2 ag 0.3, TrxR1 substrate -7%, USP1-UAF1 inh -12%, rTrxR1 inhibitor -2%, IDH1 R132H inh 1%, Pin1 inhibitor -10%, TRHR enhancer 3, TRHR ag 0.2 and D2 antag 11.
Screening O=C1CCN(Cc2ccccc2)S(=O)(=O)c2ccccc21 returned TrxR1 substrate 4%&-6%, USP1-UAF1 inh -15%, rTrxR1 inhibitor inconclusive, IDH1 R132H inh 2%, Pin1 inhibitor 1%&-4%, TRHR enhancer -1 and TRHR ag -0.3.
Screening COc1ccc(C2C3=C(CC(c4ccco4)CC3=O)Nc3ccccc3N2C(C)=O)cc1 (stereo not drawn) returned D2 ag -0.2, TrxR1 substrate 3%[57.1 µM], USP1-UAF1 inh -16%, rTrxR1 inhibitor 2%[57.1 µM], IDH1 R132H inh -3%, Pin1 inhibitor 3%, TRHR enhancer 1, TRHR ag -0.2 and D2 antag -1.
Screening CC1CCc2onc(C(=O)O)c2C1 (stereo not drawn) returned D2 ag 0.8, TrxR1 substrate 3%[57.1 µM], USP1-UAF1 inh -18%, rTrxR1 inhibitor 8%[57.1 µM], IDH1 R132H inh 2%, Pin1 inhibitor -2%, TRHR enhancer 11, TRHR ag 1.7 and D2 antag -4.
`CCCc1cc(=O)oc2c3c(cc(OCC(=O)N[C@@H](CSC)C(=O)O)c12)OC(C)(C)CC3` gave D2 ag 0.0, TrxR1 substrate 105%[activator][57.1 µM], USP1-UAF1 inh -19%, rTrxR1 inhibitor -51%, IDH1 R132H inh -2%, Pin1 inhibitor 3%, TRHR enhancer -9, TRHR ag -1.2 and D2 antag 5.
`COc1ccc(C2CC(=O)Oc3cc(O)ccc32)cc1` (stereo not drawn) gave TrxR1 substrate -1%, USP1-UAF1 inh inconclusive, rTrxR1 inhibitor 13%, IDH1 R132H inh -6% and Pin1 inhibitor -4%.
`O=C(N/N=C/c1ccccn1)c1cc(-c2ccccc2)nc2ccccc12` gave D2 ag 0.4, TrxR1 substrate 4%, USP1-UAF1 inh -16%, rTrxR1 inhibitor 21%, IDH1 R132H inh 16%, Pin1 inhibitor 0%, TRHR enhancer -6, TRHR ag -0.2 and D2 antag -3.
For CCOc1ccc2nc(/N=C/c3c(C)[nH]n(-c4ccccc4)c3=O)sc2c1 the results were D2 ag 2.3, TrxR1 substrate -11%, USP1-UAF1 inh 5%, rTrxR1 inhibitor -15%, IDH1 R132H inh 0%, Pin1 inhibitor 1%, TRHR enhancer 10, TRHR ag -1.8 and D2 antag -6.
Screening O=C(OCC#CCSc1nnc(-c2ccc(Br)cc2)o1)c1ccco1 returned D2 ag 0.2, TrxR1 substrate -5%, USP1-UAF1 inh -15%, rTrxR1 inhibitor 1%[57.1 µM], IDH1 R132H inh 4%, Pin1 inhibitor -1%, TRHR enhancer -6, TRHR ag -0.1 and D2 antag -9.
`CCOc1cc(C2C(C(C)=O)=C(C)Nc3ncnn32)ccc1O` (stereo not drawn) gave D2 ag 0.6, TrxR1 substrate -1%, USP1-UAF1 inh -14%, rTrxR1 inhibitor 7%, IDH1 R132H inh 3%, Pin1 inhibitor -9%, TRHR enhancer -1, TRHR ag 0.4 and D2 antag 10.
`CC(C)n1nnnc1SCC(=O)N1CCOCC1` gave D2 ag 0.2, TrxR1 substrate 1%, USP1-UAF1 inh -3%, rTrxR1 inhibitor 11%, IDH1 R132H inh 6%, Pin1 inhibitor -4%, TRHR enhancer -1, TRHR ag 0.1 and D2 antag 7.
For CCN(CC)C(=O)C(C(=O)c1cccc([N+](=O)[O-])c1)n1cc(Cl)ccc1=O (stereo not drawn) the results were D2 ag 1.0, TrxR1 substrate 6%, USP1-UAF1 inh -9%, rTrxR1 inhibitor 29%, IDH1 R132H inh 11%, Pin1 inhibitor 0%, TRHR enhancer -5, TRHR ag 0.0 and D2 antag -23.
For c1ccc(-c2nc3ccccc3nc2-c2ccccn2)nc1 the results were D2 ag 0.3, TrxR1 substrate -14%, USP1-UAF1 inh 14%, rTrxR1 inhibitor -4%, IDH1 R132H inh 2%, Pin1 inhibitor -12%, TRHR enhancer -5, TRHR ag 0.9 and D2 antag 12.

The final 2 compounds of the section above lead into the next:
For CCN(CC)C(=O)C(C(=O)c1cccc([N+](=O)[O-])c1)n1cc(Cl)ccc1=O (stereo not drawn) the results were D2 ag 1.0, TrxR1 substrate 6%, USP1-UAF1 inh -9%, rTrxR1 inhibitor 29%, IDH1 R132H inh 11%, Pin1 inhibitor 0%, TRHR enhancer -5, TRHR ag 0.0 and D2 antag -23.
For c1ccc(-c2nc3ccccc3nc2-c2ccccn2)nc1 the results were D2 ag 0.3, TrxR1 substrate -14%, USP1-UAF1 inh 14%, rTrxR1 inhibitor -4%, IDH1 R132H inh 2%, Pin1 inhibitor -12%, TRHR enhancer -5, TRHR ag 0.9 and D2 antag 12.
For Cc1cc(C)n(-c2nc(-n3nc(C)cc3C)c3c4c(sc3n2)COC(C)(C)C4)n1 the results were D2 ag -1.2, TRHR enhancer -3, TRHR ag 0.1 and D2 antag 1.
For COC1(OC)N=C(N)C2(C#N)C(c3ccc4c(c3)OCO4)C12C#N (stereo not drawn) the results were D2 ag -0.6, TrxR1 substrate -11%, USP1-UAF1 inh 1%, rTrxR1 inhibitor -25%, IDH1 R132H inh 25%, Pin1 inhibitor 0%, TRHR enhancer -1, TRHR ag 0.0 and D2 antag 13.
CSc1cccc2sc(NC(=O)C3=COCCO3)nc12 was read as D2 ag -0.9, TrxR1 substrate 22%[57.1 µM], USP1-UAF1 inh -22%, rTrxR1 inhibitor 8%[57.1 µM], IDH1 R132H inh 1%, Pin1 inhibitor 2%, TRHR enhancer 1, TRHR ag -0.4 and D2 antag -4.
For CCOC(=O)c1sc(NC(=O)C(CC)Sc2nnc3c4ccccc4n(CC)c3n2)nc1C (stereo not drawn) the results were D2 ag 0.4, TrxR1 substrate 1%, USP1-UAF1 inh -14%, rTrxR1 inhibitor 18%, IDH1 R132H inh -3%, Pin1 inhibitor 5%, TRHR enhancer -1, TRHR ag 0.5 and D2 antag 9.
Screening O=C(NCc1cccnc1)C1CCCN(Cc2cnn(-c3ccccc3)c2-n2cccc2)C1 (stereo not drawn) returned TrxR1 substrate -5%, USP1-UAF1 inh -2%, rTrxR1 inhibitor 0%, IDH1 R132H inh 0%, Pin1 inhibitor -7%, TRHR enhancer 1 and TRHR ag -0.8.
Screening O=C(NCc1ccco1)C1CCCN(S(=O)(=O)c2ccc(Cl)cc2)C1 (stereo not drawn) returned D2 ag 0.5, TrxR1 substrate 0%, USP1-UAF1 inh -17%, rTrxR1 inhibitor 2%, IDH1 R132H inh -3%, Pin1 inhibitor -1%, TRHR enhancer -4, TRHR ag -1.2 and D2 antag -3.
`Brc1ccc(-c2nc(-c3ccncc3)no2)o1` gave D2 ag -0.2, TrxR1 substrate -5%, USP1-UAF1 inh 1%, rTrxR1 inhibitor -14%, IDH1 R132H inh 1%, Pin1 inhibitor -4%, TRHR enhancer 4, TRHR ag -0.9 and D2 antag -12.
Screening Cc1cc(C)cc(NC(=O)C2CCCN(S(=O)(=O)c3cccc4nsnc34)C2)c1 (stereo not drawn) returned D2 ag 0.3, TrxR1 substrate -1%, USP1-UAF1 inh -18%, rTrxR1 inhibitor 13%, IDH1 R132H inh 6%, Pin1 inhibitor 20%, TRHR enhancer -6 and TRHR ag 1.7.
`COc1cccc(OCc2nc3ccccc3n2Cc2ccccc2C)c1` gave D2 ag 3.3, TrxR1 substrate -8%, USP1-UAF1 inh -21%, rTrxR1 inhibitor 2%, IDH1 R132H inh 19%, Pin1 inhibitor inconclusive, TRHR enhancer -9 and TRHR ag 5.2.
For COc1ccc2c(c1)C(O)C(CO)C(C(=O)O)C2 (stereo not drawn) the results were TrxR1 substrate 13%[57.1 µM], USP1-UAF1 inh -11%, rTrxR1 inhibitor 19%[11.4 µM], IDH1 R132H inh 4% and Pin1 inhibitor -6%.
For COc1cccc(N=CC2=C(O)CC(C)(C)CC2=O)c1 the results were D2 ag -0.6, TrxR1 substrate -13%, USP1-UAF1 inh -17%, rTrxR1 inhibitor -11%, IDH1 R132H inh 6%, Pin1 inhibitor -2%, TRHR enhancer -2, TRHR ag 0.4 and D2 antag 0.
Cc1cc(/C=C2\SC(=S)NC2=O)c(C)[nH]1 was read as TrxR1 substrate -14%, USP1-UAF1 inh -24%, rTrxR1 inhibitor inconclusive, IDH1 R132H inh -2%, Pin1 inhibitor inconclusive, TRHR enhancer -1 and TRHR ag 11.
For CCCCN(C)S(=O)(=O)c1cc(Br)cc2c1N(C(=O)C1CC1)CC2 the results were D2 ag -0.4, TrxR1 substrate -4%, USP1-UAF1 inh -6%, rTrxR1 inhibitor 11%, IDH1 R132H inh 8%, Pin1 inhibitor 0%, TRHR enhancer 0, TRHR ag 0.1 and D2 antag 17.
COc1cc(C2c3c(-c4ccccc4O)n[nH]c3C(=O)N2Cc2ccncc2)ccc1O (stereo not drawn) was read as D2 ag -0.6, TrxR1 substrate 0%, USP1-UAF1 inh -2%, rTrxR1 inhibitor 19%, IDH1 R132H inh 15%, Pin1 inhibitor 2%, TRHR enhancer 1 and TRHR ag 0.6.
For CC1CCCCN1C(=O)CSc1nc(N)nc(N)n1 (stereo not drawn) the results were D2 ag -0.2, TrxR1 substrate -3%, USP1-UAF1 inh 3%, rTrxR1 inhibitor 9%, IDH1 R132H inh 1%, Pin1 inhibitor -6%, TRHR enhancer 1, TRHR ag 0.6 and D2 antag -7.

Screens as filed in PubChem BioAssay.

Not all compounds are listed, so the mix of outcomes need not match the whole.
